Compound activity (PubChem)
V1aR counter – activates human V1a receptor in oxytocin agonist counter-screen | 320,000 compounds, 0.25% hits | CHO-V1R cells, Fluo-8 calcium fluorescence, agonist mode; 0% DMSO, 100% 3 nM vasopressin | P37288 | AID 2797 | activation, % at 3 µM;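 active means activation above the mean activation of all tested compounds plus 3 SD, per screening run, cut at about 20% in these data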;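 further: signal is peak over basal fluorescence ratio across a 100 second FLIPR read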
M1 PAM parental – nonselective activator or artifact in parental CHO-K1 calcium assay; ATP EC20, Fluo-8 calcium fluorescence; 0% at ATP EC20, 100% at ATP max; activation, % at 3 µM; 360,000 compounds, 0.02% hits;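 active means activation above the run cutoff, the mean activation of all test compounds plus 3 SD, cut at about 40% in these data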;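 further: peak over basal fluorescence ratio in a 140 s read after ATP addition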
TAAR1 ag – human TAAR1 agonism. CHO RD-HGA16 TAAR1, Fluo-8 calcium fluorescence; vehicle wells 0%, saturating PEA agonist 100%. Q96RJ0. 360,000 compounds, 0.99% hits. activation, % at 3 µM;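 active means activation above the mean activation of all test compounds in the run plus 3 SD, cut at about 38% in these data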
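Assay system – CHO-derived RD-HGA16 cells with stable Gα16 and human TAAR1 · Compound dosing – one-point dosing at 3 µM (nominal) · Incubation – 17-24 h seeding, 75 min 37 °C dye, 30 min RT · Measured by – kinetic Fluo-8 calcium fluorescence · Control set – DMSO vehicle as 0%, PEA at EC100 as 100% · Repeats – single well for each compound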
OXTR potentiator – potentiates the human oxytocin receptor response; CHO-OTR cells, Fluo-8 calcium fluorescence, potentiator mode; 0% = oxytocin EC15, 100% = EC100; activation, % at 3 µM; 320,000 compounds, 0.061% hits; AID 2445;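 active means activation above that plate's cutoff, the mean activation of tested compounds plus 3 SD, cut at about 6.6% in these data, passing the limit was not always enough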;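 further: 100% uses oxytocin at 75 nM as the full agonist control; some results filed as inactive read as strong as hits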
Target sequence (P30559 whole entry, looked up): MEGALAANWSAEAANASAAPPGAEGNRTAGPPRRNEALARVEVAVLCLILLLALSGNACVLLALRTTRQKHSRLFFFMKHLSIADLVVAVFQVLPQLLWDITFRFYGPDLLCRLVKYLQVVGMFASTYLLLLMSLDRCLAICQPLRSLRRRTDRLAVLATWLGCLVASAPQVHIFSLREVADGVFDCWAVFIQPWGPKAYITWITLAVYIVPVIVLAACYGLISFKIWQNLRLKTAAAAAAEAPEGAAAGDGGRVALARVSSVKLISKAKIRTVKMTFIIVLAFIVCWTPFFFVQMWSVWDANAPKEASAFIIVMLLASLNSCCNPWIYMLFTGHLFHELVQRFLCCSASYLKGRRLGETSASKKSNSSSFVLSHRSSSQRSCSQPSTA
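Material: CHO-OTR cells, human receptor; compound dosing: single dose, 3.0 µM nominal final compound concentration; schedule: 6 min compound pre-incubation at room temperature, 100 s kinetic read; measured by: kinetic Fluo-8 calcium fluorescence; read-out basis: % activation vs EC15 and EC100 oxytocin; controls: EC15 oxytocin alone as 0%, 75 nM oxytocin as 100%; replicates: singlicate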
CHO-K1 Ca antag – M1 antagonist counterscreen hit in parental CHO-K1 cells. ATP-induced calcium, Fluo-8 fluorescence. inhibition, % at 3 µM. 360,000 compounds, 0.6% hits. AID 602250;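 active means inhibition above a per-plate cutoff, the plate's mean sample inhibition plus 3 SD, cut at about 24% in these data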;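 further: 0% = DMSO plus EC80 ATP and 100% = DMSO alone without ATP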
CHO parental Ca – counter-screen: ATP calcium response change in parental CHO cells | AID 463079 | inhibition, % at 5.6 µM | parental CHO-K1, ATP-induced calcium, Fluo-8 fluorescence | 330,000 compounds, 0.63% hits;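 active means inhibition above that plate's mean sample inhibition plus 3 SD, cut at about 26% in these data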;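 further: 0% = ATP-challenged DMSO wells and 100% = DMSO wells without ATP; some compounds past the cut are filed as inactive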
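Assay system – parental CHO cells · Reagent – ATP stimulus · Detection – intracellular calcium via Fluo-8 no-wash fluorescent dye · Evaluation – percent inhibition of ATP-evoked calcium rise, normalized to controls · Controls – ATP wells versus no-ATP DMSO wells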
CHO-K1 Ca ag – nonselective activator or artifact in parental CHO-K1 cells; Fluo-8 calcium fluorescence; scaled to maximal ATP response, vehicle zero; activation, % at 3 µM; 360,000 compounds, 0.48% hits; AID 602248; in the data active means activation above about 15%;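 further: untransfected CHO-K1 host cells lacking M1 receptor as counterscreen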
TAAR1 antag – human TAAR1 antagonism | Q96RJ0 | CHO RD-HGA16 TAAR1, Fluo-8 calcium fluorescence, antagonist | inhibition, % at 3 µM | 360,000 compounds, 1.5% hits | AID 624466;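 active means inhibition above a per-plate cutoff, the mean inhibition of test compounds on that plate plus 3 SD, cut at about 49% in these data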;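 further: 0% = DMSO plus EC80 beta-PEA response and 100% = DMSO alone without agonist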
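Test system: RD-HGA16 CHO cells with stable hTAAR1 and Gα16 / Probe or stimulus: EC80 β-phenethylamine stimulus / Times: seeding 17-24 h prior, 75-min 37 °C, 30-min RT dye loading / Detection: Fluo-8 calcium-sensitive fluorescence / Read-out basis: % inhibition scaled between DMSO and EC80 PEA controls / Repeats: singlicate, one well per test compound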
CHRM1 agonist – human M1 muscarinic receptor agonism; P11229; CHO-K1 hM1, Fluo-8 calcium fluorescence, agonist mode; 0% DMSO, 100% acetylcholine EC100; activation, % at 3 µM; 360,000 compounds, 0.33% hits;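 active means activation above the run's mean compound activation plus 3 SD, cut at about 16% in these data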;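 further: peak over basal fluorescence ratio within a 140 s kinetic read after compound addition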
Target sequence (P11229 whole entry, looked up): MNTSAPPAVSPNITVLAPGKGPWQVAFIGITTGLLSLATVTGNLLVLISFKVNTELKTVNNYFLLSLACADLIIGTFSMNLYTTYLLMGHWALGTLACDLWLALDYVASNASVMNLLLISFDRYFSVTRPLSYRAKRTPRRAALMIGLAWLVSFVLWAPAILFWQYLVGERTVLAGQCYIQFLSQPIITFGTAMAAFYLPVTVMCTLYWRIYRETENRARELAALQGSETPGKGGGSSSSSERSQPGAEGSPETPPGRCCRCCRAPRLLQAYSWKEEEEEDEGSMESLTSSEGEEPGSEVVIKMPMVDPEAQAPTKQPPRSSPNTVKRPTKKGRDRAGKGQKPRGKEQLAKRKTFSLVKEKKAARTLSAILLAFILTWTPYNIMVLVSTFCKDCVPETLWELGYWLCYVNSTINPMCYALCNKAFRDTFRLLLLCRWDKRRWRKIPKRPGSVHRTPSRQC
* marks the source's active call; other numbers are inactive results; . = no result given.

SMILES	V1aR counter	M1 PAM parental	TAAR1 ag	OXTR potentiator	CHO-K1 Ca antag	CHO parental Ca	CHO-K1 Ca ag	TAAR1 antag	CHRM1 agonist
COc1ccc(S(=O)(=O)N(C)C[C@H]2Oc3c(NC(=O)Nc4ccc(C(F)(F)F)cc4)cccc3C(=O)N([C@H](C)CO)C[C@@H]2C)cc1	3.0	18.2	.	-3.9	-6.3	29.4	1.8	.	-4.2
NS(=O)(=O)c1ccc(NC(=O)C2COc3ccccc3O2)cc1 (configuration not stated)	0.5	.	2.4	-15.2	.	1.1	.	1.9	.
O=C(Nc1ccccc1-c1ccccc1)c1ccccc1[N+](=O)[O-]	-0.8	23.9	2.0	-2.0	-5.7	-20.8	1.0	-2.7	-3.0
Cc1ccc(-c2nc(C=Nc3cccc(C)c3)c(O)o2)cc1	-1.1	-1.8	6.1	-7.0	-10.8	-22.1	-0.3	8.9	-2.3
COc1cc(OC)c(OC)cc1CN1CCSCC1	.	22.2	2.6	.	-11.3	.	2.5	-17.0	-3.0
COc1cc(Nc2cccc(-c3ccccc3)n2)cc(OC)c1OC	.	6.1	-1.5	.	-8.5	.	0.2	8.9	-6.2
CC(CNC(=O)CN1C(=O)NC2(CCCCC2)C1=O)c1ccccc1 (configuration not stated)	-0.4	19.9	0.1	-1.9	-21.9	-19.7	0.7	13.6	-2.5
Cc1[nH]c2ccccc2c1C(=O)CSc1nc2cc(S(=O)(=O)N3CCCCC3)ccc2o1	1.2	11.8	4.7	-12.1	13.6	-3.6	-0.1	7.6	2.6
CCn1c(SCC(=O)Nc2ccccc2)nc2c(c1=O)SCC2	.	8.4	-0.9	.	-5.4	.	-0.2	-33.4	-3.2
CCc1ccc(NC(=O)CSc2nc3ccccc3c(=O)n2CCCC(=O)NCCCN2CCOCC2)cc1	1.4	1.1	-0.8	-4.8	-6.3	-27.0	0.0	-10.0	-7.8
CC1(C)CC(C)(O)N(Cc2ccccc2)C(=S)N1 (configuration not stated)	0.3	7.8	3.8	0.4	5.6	-5.7	-0.1	-12.8	-7.5
Cc1cc(C(=O)CN2C(=O)NC(CC(C)C)C2=O)c(C)n1-c1ccccc1F (configuration not stated)	-0.6	11.2	0.4	-8.2	-10.6	-6.8	0.5	11.4	-3.1
Cc1ccc(Oc2nc(CN3CCOCC3)nc3sc4c(c23)CCC(C)C4)cc1 (configuration not stated)	2.0	14.6	4.0	-5.2	-2.1	-11.6	0.8	-5.0	-4.4
CCOC(=O)C1=C(CCc2ccccc2)NC(=O)NC1c1ccc(C#N)cc1 (configuration not stated)	-0.6	1.4	14.8	0.3	-2.5	-23.1	-0.3	9.1	-3.8
NC(c1ccccc1)c1csc(NC(=O)Nc2ccccc2Oc2ccccc2)n1 (configuration not stated)	.	13.7	16.4	.	1.4	.	0.7	28.5	-1.6
CN(Cc1ccccc1)S(=O)(=O)c1nnc(NC(=O)c2ccccc2F)s1	4.0	-3.6	1.3	-8.6	-4.8	1.1	2.7	-23.4	1.5
COc1cc(NC(=O)CCCl)cc(-n2cnnn2)c1	0.5	0.3	6.7	-5.0	9.3	-14.3	5.5	-8.1	-1.3
COc1ccc(S(=O)(=O)Nc2ccccn2)cc1OC	-0.6	-6.7	12.0	6.9	6.5	0.1	0.5	-11.5	-3.1
CCSCc1nnc(SCC(=O)Nc2cc(F)ccc2C)n1C	0.0	-11.4	-0.6	-1.6	6.1	7.0	-0.3	-34.4	-3.7
Fc1ccc(COc2cccc(-c3n[nH]c(=S)o3)c2)cc1	-0.1	10.1	5.5	-6.1	-1.1	3.9	1.5	-9.0	0.2
CCCCOC(=O)n1c(=O)oc2ccc(S(=O)(=O)N3CCCCC3)cc21	7.6	1.2	1.5	-6.0	-9.2	-10.7	9.5	-25.5	2.5
O=C(CC(C(=O)O)c1ccc(F)cc1)c1ccc(Cl)cc1 (configuration not stated)	0.1	14.1	3.0	-6.0	7.7	-4.3	0.1	0.3	-4.0
CCCCn1c(N)c(N(CC(C)C)C(=O)CSc2ccccc2C)c(=O)[nH]c1=O	-1.6	19.7	0.3	-8.0	-16.3	-30.1	-0.4	-23.3	-2.5
COc1ccc([C@H](C)NC[C@H](O)c2ccc(O)c(NC=O)c2)cc1	0.4	-8.7	.	-7.6	10.8	6.4	-0.5	.	-7.8
CC(C)(C)OC(=O)NC(CO)c1cn([C@@H](Cc2cc3ccccc3[nH]2)C(=O)N2CCN(C(=O)OC(C)(C)C)CC2)nn1 (some centres not stated)	0.0	10.5	4.6	-5.8	-6.2	-18.2	0.1	-4.6	-1.1
CC1CN(C(=O)c2ccc(NS(=O)(=O)c3ccc(F)cc3)cc2)CC(C)O1 (configuration not stated)	0.4	4.4	11.7	-4.2	-4.3	-3.9	0.8	-13.5	-1.2
CC(=O)Nc1ccc(C(=O)NCC2(N3CCCCC3)CCCCC2)cc1	0.7	8.4	1.9	-2.5	-5.1	-6.2	1.0	-39.0	-5.5
CCOC(=O)C1=C(C)N(C[C@@H]2CC[C@@H](Cc3ccc(-c4ccccc4)cc3)O2)C(=O)NC1C1CC1 (some centres not stated)	.	-7.1	2.1	.	-10.4	12.3	-0.5	4.0	-2.8
NC(=O)COC(=O)c1ccc2noc(-c3ccccc3)c2c1	1.3	7.6	6.3	-10.0	-9.3	0.0	-0.5	-10.2	-3.7
N#Cc1ccccc1NC(=O)COC(=O)c1ccc2c(c1)OCCO2	1.0	-6.5	10.8	-9.4	9.2	-16.3	0.6	4.7	-1.3
Cc1[nH]nc(SCC(=O)NCCc2ccccc2)c1[N+](=O)[O-]	-0.8	20.0	39.3*	2.7	-15.4	-1.5	1.4	74.8*	-0.5
CCC(c1nnc(SC(C)C(=O)NC2CC2)n1-c1ccc(OC)cc1)N(C)C (configuration not stated)	-0.2	8.0	6.9	-3.0	0.5	-6.2	1.1	-0.6	-2.0
O=C(O)c1cccc2c1-c1ccc([N+](=O)[O-])cc1C2=O	.	17.8	11.1	.	-17.5	.	1.1	-11.2	0.5
Cc1ccc(Cc2c(-c3cccc(Br)c3)nc3c(Cl)cc(C(F)(F)F)cn23)cc1	.	3.0	0.1	.	-9.7	.	0.0	-14.3	.
CCOc1cc(C(=O)Nc2c3c(nn2C(C)(C)C)CS(=O)C3)cc(OCC)c1OCC (configuration not stated)	-0.8	-5.5	2.8	-3.1	11.6	-7.8	-0.1	-1.6	-2.3
COc1ccc(/C=C/C(=O)NCc2nc3ccccc3[nH]2)cc1OC	0.4	17.4	0.4	-4.2	-8.8	-5.4	0.9	14.5	-5.7
Cc1ccc(NC(=O)c2ncn(CCCNCCCN(C)C)n2)cc1C	.	14.3	0.9	.	-17.0	.	0.1	-7.9	-10.3
O=C(Nc1cnccn1)c1ccc(Cl)cc1	1.7	8.0	5.3	-8.2	-6.1	-1.1	3.2	-18.8	-0.3
CCN1CCN(CC(=O)Nc2nc3ccc(C)cc3s2)CC1	2.0	-4.9	3.6	-18.3	-5.3	-21.1	0.4	-16.3	-7.1
O=c1[nH]cnc2c1nc(SCc1ccccc1)n2C1OC(CO)C(O)C1O (configuration not stated)	0.8	14.5	9.4	-6.3	-6.7	-7.4	1.1	7.3	-2.6

Not a retest: two of the compounds above.
SMILES	V1aR counter	M1 PAM parental	TAAR1 ag	OXTR potentiator	CHO-K1 Ca antag	CHO parental Ca	CHO-K1 Ca ag	TAAR1 antag	CHRM1 agonist
CCCCOC(=O)n1c(=O)oc2ccc(S(=O)(=O)N3CCCCC3)cc21	7.6	1.2	1.5	-6.0	-9.2	-10.7	9.5	-25.5	2.5
O=C(CC(C(=O)O)c1ccc(F)cc1)c1ccc(Cl)cc1 (configuration not stated)	0.1	14.1	3.0	-6.0	7.7	-4.3	0.1	0.3	-4.0

The list goes on.
SMILES	V1aR counter	M1 PAM parental	TAAR1 ag	OXTR potentiator	CHO-K1 Ca antag	CHO parental Ca	CHO-K1 Ca ag	TAAR1 antag	CHRM1 agonist
Cc1ccc(-c2nc(CS(=O)CC(=O)NCCCc3ccccc3)c(C)o2)cc1 (configuration not stated)	4.7	6.5	-1.3	-3.7	-20.3	-25.7	0.8	-29.5	-4.2
O=C(CSc1nnnn1-c1ccccc1)NC(=O)Cc1ccccc1	1.6	-5.5	12.2	-5.9	-8.9	-8.5	0.2	0.6	-4.5
COc1ccc(-c2cnc(SCC(=O)Nc3ccc4c(c3)OCO4)n2Cc2ccco2)cc1	.	6.7	12.4	.	8.1	.	3.8	51.1*	1.2
O=C(CC(C(=O)O)c1cccc(Cl)c1Cl)c1ccccc1 (configuration not stated)	2.4	15.6	2.5	-4.0	-8.7	-3.2	1.0	-4.3	-4.8
CCn1cnc2cc(NS(=O)(=O)c3ccc(OC)c(OC)c3)ccc21	1.4	-8.5	3.2	-19.1	7.2	-11.4	1.6	-30.1	-5.3
O=C(Nc1cccc(NC(=O)c2c(F)cccc2F)n1)c1c(F)cccc1F	8.4	-13.0	11.6	-14.6	-0.1	8.1	2.5	-12.8	4.2
O=C(COC(=O)c1ccccc1SCC(=O)N1CCCC1)Nc1ccccc1C(F)(F)F	1.2	-7.3	4.8	-0.6	-6.5	-14.6	4.3	-3.8	-1.1
O=C1c2ccccc2C2(c3ccccc3)NCCCN12 (configuration not stated)	0.7	15.7	4.3	-13.4	-14.3	-0.7	0.4	-16.9	-5.7
COCCNC(=O)CCC(=O)NNc1nc2ccccc2c2nc(C)nn12	0.0	24.3	0.7	-7.2	-3.2	-4.4	0.7	-9.3	-7.7
CCc1ccc2c(c1)cc(CN(C(=S)Nc1ccc(Cl)cc1)C1CC1)c1nnnn12	0.3	15.8	-1.9	-4.4	-6.1	-4.4	0.1	-2.2	-3.5
CCCCOc1ccc(CSCCNC(=S)Nc2ccccc2)cc1	4.4	18.3	6.2	-11.9	-1.9	-5.9	4.2	29.5	-5.0
Cc1ccc(NC(=O)c2ccc3c(=O)n4c(nc3c2)CCC4)cc1F	3.0	1.5	2.0	-7.5	-3.4	-11.3	0.4	-12.9	-2.6
Cc1ccc2cccc(S(=O)(=O)N3CCN(c4cccc(Cl)c4)CC3)c2n1	-0.8	16.6	.	-6.8	-8.6	-5.1	1.2	.	-1.4
